NPYLR7 agonist – mosquito NPYLR7 agonism | HEK293T NPYLR7/Galpha15, GCaMP6s calcium fluorescence | activation, % at 10 µM | actives 0.15% (n = 270,000) | AID 1259423; in the data active means activation above about 40%;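 further: 0% = vehicle and 100% = reference agonist at the receptor; some compounds past the cut are filed as inactive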
hcGAS inh – human cGAS inhibition | Q8N884 | recombinant h-cGAS, ATP depletion, Kinase-Glo luminescence | inhibition, % at 12.5 µM | actives 0.081% (n = 290,000);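 further: 0% = vehicle reaction and 100% = reaction without DNA for no activity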
Target sequence (Q8N884 whole entry, looked up): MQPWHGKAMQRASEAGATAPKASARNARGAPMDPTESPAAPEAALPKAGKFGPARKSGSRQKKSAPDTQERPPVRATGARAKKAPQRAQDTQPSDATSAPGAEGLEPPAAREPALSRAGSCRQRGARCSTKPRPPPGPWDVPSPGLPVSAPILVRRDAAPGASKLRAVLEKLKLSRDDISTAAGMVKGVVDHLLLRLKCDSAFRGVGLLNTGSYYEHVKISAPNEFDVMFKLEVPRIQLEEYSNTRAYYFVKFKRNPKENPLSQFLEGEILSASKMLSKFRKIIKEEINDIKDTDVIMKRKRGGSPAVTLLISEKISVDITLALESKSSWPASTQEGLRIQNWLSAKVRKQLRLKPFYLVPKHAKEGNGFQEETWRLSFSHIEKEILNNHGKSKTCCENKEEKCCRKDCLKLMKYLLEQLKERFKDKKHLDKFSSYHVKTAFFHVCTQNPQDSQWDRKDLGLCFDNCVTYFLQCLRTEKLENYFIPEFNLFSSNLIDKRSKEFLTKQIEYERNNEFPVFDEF
mcGAS inh – inhibitors of mouse cGAS | Q8C6L5 | recombinant cGAS, Kinase-Glo ATP depletion luminescence | inhibition, % at 12.5 µM | actives 0.15% (n = 160,000);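 further: 0% = negative control wells and 100% = reference inhibitor with no enzyme activity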
Starred values were filed as active, the others as inactive; x = no result given. Unless noted, no stated cut-off is given here; in the data, active means inhibition above about 40%; inactive means the rest. An unsorted share of the library; about 0.27% have a hit in one of these screens.

Compound	NPYLR7 agonist	hcGAS inh	mcGAS inh
O=C1NC2(CCN(C(=O)c3ccc(C(F)(F)F)cc3)CC2)Nc2ccc(Cl)cc21	1	-8	-6
COc1ccccc1-c1onc(C)c1C(=O)NCC1CCCO1 (stereo not given)	0	-3	-3
Cc1ccc(C2SCCN2S(=O)(=O)c2ccc(Br)cc2)cc1 (stereo not given)	8	-3	x
O=C(Cc1ccccc1Cl)OCc1cc(-c2ccc3c(c2)OCCO3)on1	-1	-5	x
COC(=O)[C@H](C)NC(=O)Cc1csc(-c2ccccc2)n1	9	-8	-10
C#CCOCC(O)CN(Cc1c(-c2ccccc2)nn(C)c1Oc1cccc(OC)c1)CC(C)C (stereo not given)	-5	4	3
COc1cccc(-n2nnc3c(=O)n(Cc4ccc(C)cc4)cnc32)c1	0	3	x
CC1=CC(=C(C#N)C#N)C=C(C)N1c1ccc(OCc2ccccc2)cc1	3	-4	x
Cc1cccc2sc(N(CCCN(C)C)C(=O)c3cccs3)nc12	3	-5	-7
CCc1nc2ccc(C(=O)NCc3cccs3)cn2c1N(C)Cc1ccc(N(C)C)cc1	-2	-8	-3
O=C1Cc2cc(-c3cc(NCc4cccnc4)nc4[nH]ccc34)ccc2N1	-6	-6	-13
CCOc1cccc2sc(N(Cc3ccccn3)C(=O)C3CCCCC3)nc12	-1	-4	-8
C=c1nc(N)sc1=C1NNC(=NC)S1	-2	-5	x
CCOc1nc(NCc2cccnc2)nc(NC(C)(C)CO)n1	9	-5	-8
CCCNC(=O)CNC(=O)c1cc2c(s1)CCC(CC)C2 (stereo not given)	1	-8	x
CC(C)c1cc(C(=O)N2CCC3(CN(C)C(=O)O3)C2)no1 (stereo not given)	1	-5	x
CCOC(CNc1c([N+](=O)[O-])c(=O)n(C)c(=O)n1C)OCC	-5	-7	x
O=C(CN1C(=O)c2ccccc2C1=O)Nc1ccc(S(=O)(=O)N2CCCC2)cc1	2	10	2
COc1cccc(NC(=O)N2CCSC23C(=O)N(Cc2cccc(F)c2)c2ccccc23)c1 (stereo not given)	1	-6	-4
CCOc1cc(Cl)c(S(=O)(=O)N2CCC(C(N)=O)CC2)cc1Cl	1	-8	-7
Cc1ccccc1Cn1cc(C(=O)NCCCN2CCOCC2)nn1	x	-4	-8
CC(C)(C#N)C(=O)NCC1(c2cccc(Br)c2)CC1	-4	-9	-13
CCc1c(C#N)c(N)nc2sc(C#N)c(N)c12	-2	-2	-2
CC(C)n1ncc2c(C(=O)NC3=NCCS3)cc(C3CC3)nc21	1	5	x
Nc1cccc(-n2nncc2C23CC4CC(CC(C4)C2)C3)c1	5	-6	-4

Record cards, as listed above. Order of screens: NPYLR7 agonist, hcGAS inh, mcGAS inh
O=C(CN1C(=O)c2ccccc2C1=O)Nc1ccc(S(=O)(=O)N2CCCC2)cc1 across the screens: 2, 10, 2
CCOC(CNc1c([N+](=O)[O-])c(=O)n(C)c(=O)n1C)OCC across the screens: -5, -7, x

Remaining list, next part:
Compound	NPYLR7 agonist	hcGAS inh	mcGAS inh
CC(=O)C1=C(c2cccs2)N(C(C)=O)n2c(nnc2-c2ccc(Cl)cc2)S1	1	-12	x
CCOc1ccc(NC(=O)Nc2ccc(N3CCN(c4ccccc4OC)CC3)c(C(=O)NC(C)c3ccccc3)c2)cc1 (stereo not given)	x	-11	-6
CC(=O)Nc1ccc(N=Cc2nc(-c3ccccc3Br)oc2O)cc1	2	-5	-6
Cn1cc(CNC(=O)c2coc(CN3CCN(Cc4ccccc4)CC3)n2)cn1	14	-12	x
CC(C)C(NS(=O)(=O)c1ccc(Cl)cc1)C(=O)NC1CCN(C2CC2)CC1 (stereo not given)	-1	-6	-4
Cc1nc(C(F)(F)F)ccc1C(=O)N1CCN(c2nc3nccc(-c4cc(Cl)ccc4Cl)n3n2)CC1	x	-1	-6
COc1ccc(C(=O)N2CCc3[nH]nc(-c4ccc(F)c(F)c4)c3C2)c(O)c1	2	-4	x
COc1ccc(Cc2cnc(=O)[nH]c2N)cc1	-5	-7	x
CCC(C(=O)N(Cc1cc(N)ccc1N(C)C)CC1CC1)c1ccccc1 (stereo not given)	-8	-6	x
COCC(NC1CSCCSC1)c1ccnn1C (stereo not given)	4	-12	x
Cc1c(CCC#N)c(-n2ccnc2C)n2c(nc3ccccc32)c1C#N	5	-8	-6
O=C1C(Br)CC2CC1CC(Br)C2=O (stereo not given)	-1	-4	-2
O=c1cccnn1CCNS(=O)(=O)c1ccc(-c2ccccc2)cc1	3	-10	x
CCN(Cc1ccccc1NS(=O)(=O)/C=C/c1ccc(C)cc1)C(C)=O	0	-7	x
COc1c(S(=O)(=O)n2nnc3ccccc32)ccc(Cl)c1Cl	9	-1	x
CCN(CC)c1cccc(OCC2CN(C(=O)C(c3ccccc3)C(C)C)CCO2)c1 (stereo not given)	24	-6	x
CN(C)C(=O)c1nc(CN2CCC3(CCCO3)CCC2=O)no1 (stereo not given)	24	-6	-17
CCNC(=O)c1ccc(Cl)cc1NC(=O)C1CC=CCC1C(=O)O (stereo not given)	-5	0	1
Cc1cc(OC(=O)c2cccc([N+](=O)[O-])c2)c([N+](=O)[O-])c(=O)[nH]1	7	-5	-5
CCc1ccc(C(O)(CNCc2ccccc2)c2ccccc2)cc1 (stereo not given)	-21	-5	x
CN(Cc1cn[nH]c1-c1ccc(F)cc1)C(=O)CCn1cncn1	0	-3	-11
CCCCC(=O)Nc1ccc(NC(=S)NC(=O)c2cccs2)cc1OC	-6	-2	-2
O=C(NCc1cnn(Cc2ccccc2)c1)c1cn(C2CCCCCC2)nn1	2	-10	-12
Cc1noc(C)c1C(=O)OCC(=O)c1cc(C)n(Cc2ccco2)c1C	2	-7	x
Cc1ccc(NC(=O)CSc2nc(=O)n(Cc3cccnc3)c3c2CCC3)cc1F	-1	-7	-6

Shown with values under each structure: part of the list above
Every second line gives: NPYLR7 agonist | hcGAS inh | mcGAS inh
- CC(=O)Nc1ccc(N=Cc2nc(-c3ccccc3Br)oc2O)cc1
 : 2 | -5 | -6
- Cc1c(CCC#N)c(-n2ccnc2C)n2c(nc3ccccc32)c1C#N
 : 5 | -8 | -6
- CCN(Cc1ccccc1NS(=O)(=O)/C=C/c1ccc(C)cc1)C(C)=O
 : 0 | -7 | x
- Cc1cc(OC(=O)c2cccc([N+](=O)[O-])c2)c([N+](=O)[O-])c(=O)[nH]1
 : 7 | -5 | -5
- CCNC(=O)c1ccc(Cl)cc1NC(=O)C1CC=CCC1C(=O)O (stereo not given)
 : -5 | 0 | 1

(more compounds)
Compound	NPYLR7 agonist	hcGAS inh	mcGAS inh
CC(=O)Nc1ccc(NC(=O)c2cccn(OCc3ccc(F)cc3)c2=O)cc1	2	-5	-7
COc1ccc(C(=O)N2CCN(c3ccc(-n4nc(C)cc4C)nn3)CC2)cc1OC	-5	-8	-10
CCn1c2ccccc2c2cc(-c3nc(C)c(C)n3CC(=O)N3CC=CCC3)ccc21	10	-8	x
CCCCCCCCCC(=O)NCc1nnc(SCc2cccc(C)c2)n1-c1ccc([N+](=O)[O-])cc1	-4	-1	0
OC(CCN1CCCCC1)(c1ccccc1)C1C[C@@H]2C=C[C@H]1C2 (stereo not given in full)	-4	-4	x
CC1(C(=O)Nc2ccccc2F)CCN1Cc1cccc2c1OCO2 (stereo not given)	-7	-2	x
O=C(CSc1nnc(-c2ccc(Cl)cc2)n1-c1ccccc1)N/N=C\c1c(O)ccc2ccccc12	-4	-2	-6
Cc1nn(CC(=O)NC(C)C)c(C)c1S(=O)(=O)NC(C)(C)C	-1	-9	x
COc1ccc(C(=O)N2CCn3c(nnc3C(N)=O)C2)cc1	11	-6	x
CN1N=C(c2ccc(O)c(C(=O)O)c2)C2NN=C(N)N21 (stereo not given)	2	3	x
CC1(C(=O)NS(=O)(=O)c2ccc(Br)cc2)CCN1C(=O)C1(c2ccccc2)CC1 (stereo not given)	2	-8	x
O=C(CC1CC2CCC1C2)N(Cc1ccccc1)c1nccs1 (stereo not given)	10	-6	-16
CCCN(CC(=O)N(Cc1ccco1)Cc1cccn1C)C(=O)c1ccc(Br)cc1	-9	-4	-5
CCOC(=O)N1CCN(c2ncnc3sc4c(c23)CCCCC4)CC1	6	-5	-4
C[n+]1ccc(C(=O)NCc2ccccc2)cc1	-2	-3	-2
Cc1cccc(C2=N/C(=C\c3cc4c(cc3Cl)OCO4)C(=O)O2)c1	13	-1	-6
O=C(CN1CCN(Cc2ccc3c(c2)OCO3)CC1)N1c2ccccc2Sc2ccccc21	-3	-5	x
CCC(C(=O)NCc1ccc(-c2ncc(-c3ccc(OC)cc3)[nH]2)cc1)c1ccccc1 (stereo not given)	-4	-1	-3
CC(C)NC(=O)N1CCN(c2cc(Cl)nc(SCC(=O)NC(c3ccccc3)c3ccccc3)n2)CC1C (stereo not given)	-6	4	1
CN(c1ccccc1)N1C(=O)c2ccccc2NC12CCN(C(=O)CC(C)(O)C(F)(F)F)CC2 (stereo not given)	1	2	x
Cc1nc(-c2cccc(NC(=O)N3CCSCC3)c2)oc1C	-22	-1	x
COCCn1c(NCc2ccccc2)nc2c1c(=O)[nH]c(=O)n2C	-3	-13	x
CCc1nc2ccc(C(=O)N3CCCC(C(N)=O)C3)cn2c1N(C)CCC(C)C (stereo not given)	-2	-3	-3
Nc1ncnc(Sc2nnnn2-c2ccccc2)c1[N+](=O)[O-]	-3	-3	x
O=C(NC[C@H]1CCc2ccccc2O1)c1cn(Cc2ccccc2Cl)nn1	9	-3	-10

Next section:
Compound	NPYLR7 agonist	hcGAS inh	mcGAS inh
O=C(NCCc1ccccn1)c1coc(CN(Cc2ccc3c(c2)OCO3)Cc2ccc(Cl)cc2Cl)n1	x	0	1
Fc1ccc(-c2cnc(CSc3nnnn3C3CC3)o2)cc1	4	-6	x
COCCCNc1nc(-c2c[nH]c3ccccc23)nc2c1CNC2	1	0	x
O=C(CCc1csc(NC(=O)c2ccc[nH]c2=O)n1)Nc1ccc(F)c(F)c1	-5	-2	-7
CC(C)c1ccc(NC(=O)c2ccc(-c3ccnn3C)c3ccoc23)cc1	-15	-4	-7
CC1(C(=O)NS(=O)(=O)c2ccccc2Cl)CCN1C(=O)C1CC1 (stereo not given)	0	-12	x
CCSc1ncc(CN2CCN(c3nc(C)cnc3C)CC2)cn1	2	3	1
COc1ccc(S(=O)(=O)Oc2ccc(CN(CC3CCCO3)C(=O)c3ccccc3F)cc2)cc1 (stereo not given)	22	-12	-6
CC(=O)NCCNC[C@@H]1C=C(C)[C@H](Cc2nnc(C(C)(C)C)o2)C[C@H]1C(C)C	-8	-5	-8
C=CCOc1cccn2c(N(C)C(=O)c3cccs3)c(CC)nc12	7	-3	-2
COc1cc(-c2nc3cc(C)ccn3c2NC(C)(C)CC(C)(C)C)ccc1OS(=O)(=O)c1ccc(Cl)cc1	16	-6	-6
O=C(C1CCCCCC1)N1CCCC(N2CCN(c3cccc(C(F)(F)F)c3)CC2)C1 (stereo not given)	3	-3	x
CCOc1ccccc1N1CCN(C(=O)c2cc(-c3ccccc3Cl)nc3cc(-c4ccccc4)nn23)CC1	4	-5	-11
CCN(CC)CCNc1nc2ccc(Br)cc2s1	4	-1	x
Cc1cccc(-c2nc3c(C)cccc3o2)c1OCC(=O)O	-4	-2	-4
CCCCC(=O)Nc1c(-c2ccccc2C)nc2cc(C)ccn12	-4	-4	-6
COc1cc(N)c([N+](=O)[O-])cc1OC	11	0	x
COCCCNC(=O)C(=O)Nc1ccc(-c2nnc(Nc3ccc(OC)cc3)s2)cc1	-6	1	x
CC(C)c1nccc(CN2CCCC(C(=O)c3cccc4ccccc34)C2)n1 (stereo not given)	4	-8	-16
O=C(Nc1ccc(-c2ccc(N3CCCC3)nn2)cc1)C(F)(F)F	1	-3	-10
COc1ccc(Cl)cc1NC(=O)Cn1nc([N+](=O)[O-])c(Cl)c1C	-3	0	-3
CC(=O)c1ccccc1-c1ccc(C(=O)NCC2CCN(CC(C)C)C2)cn1 (stereo not given)	1	-6	x
COC(=O)C1=C(C)N(Cc2ccccc2)C(=O)C1(NC(=O)C1CC1)C(F)(F)F (stereo not given)	15	-10	x
O=C(Cc1c(F)cccc1Cl)NCCSc1ccccc1	3	0	-2
COc1nc(-c2ccc(Cl)c(Cl)c2)n(-c2ccc(NC(=O)Cc3cccs3)cc2)n1	19	-5	-8

Next section.
Compound	NPYLR7 agonist	hcGAS inh	mcGAS inh
O=C(O)Cn1c(SCCOc2ccccc2)nc2ccccc21	1	-5	x
O=C(NCc1ccc(Cl)cc1)c1cccc(C(=O)N2CCCC2)n1	-5	-7	x
COc1cc(C(=O)Nc2cc(C(=O)N3CCOCC3)cn(C)c2=O)cc(OC)c1OC	-12	-1	-3
Cn1c(=O)[nH]c(=O)c2c1nc(CN1CCN(Cc3ccccc3)CC1)n2CCCc1ccccc1	1	-6	x
COc1ccc(CN2CCn3nc(C(=O)NC4CC4)cc3C2=O)cc1	20	-6	-5
CC(C)CC(N)=O	-4	-1	x
Oc1ccc(-c2nccnc2N[C@H]2CCN(Cc3ccccc3)C2)cc1	-5	-9	-3
O=C(c1csc2nc(-c3ccccc3)cn12)N1CCC(C2CCCCC2)C1 (stereo not given)	-1	-9	-10
COc1ccc(CCN2CCCC(CN(C)C(=O)c3ccoc3)C2)cc1 (stereo not given)	1	-6	-2
Cc1ccc(Cn2c(N3CCN(CCC(C)C)CC3)nc3c2c(=O)[nH]c(=O)n3C)cc1	-10	2	x
